CCHFV vOTU inh: CCHFV vOTU protease inhibitors, primary screen, biochemical, Pep-AMC substrate, fluorescence | inhibition, % at 11.5 µM | hit rate 0.55% among 370,000 | Crimean-Congo hemorrhagic fever virus L polyprotein viral ovarian tumor (vOTU) protease … | AID 651958, 2012; in the data active = inhibition above about 30%; note: 0% = vehicle wells with enzyme and 100% = no enzyme wells
VHR inh abs: VHR1 phosphatase inhibitors, primary screen, biochemical, absorbance, uHTS; Dual specificity protein phosphatase 3 (Homo sapiens), P51452; recombinant VHR phosphatase, pNPP absorbance; inhibition, % at 13.3 µM; hit rate 0.52% among 290,000; in the data active = inhibition above about 50%; note: some compounds called inactive have numbers as strong as hits
Target sequence (P51452 whole entry, looked up): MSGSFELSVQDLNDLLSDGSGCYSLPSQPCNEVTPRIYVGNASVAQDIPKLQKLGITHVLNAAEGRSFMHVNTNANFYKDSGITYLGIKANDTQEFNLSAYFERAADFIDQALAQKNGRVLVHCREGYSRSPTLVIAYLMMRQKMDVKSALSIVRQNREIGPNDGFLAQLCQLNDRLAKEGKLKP
TcdB inh: TcdB glycohydrolase inhibitors, primary screen, biochemical, single point, plate reader; Toxin B (Clostridioides difficile), P18177; AID 652162, 2013; TcdB glycohydrolase enzymatic assay; inhibition, % at 9.99 µM; hit rate 0.24% among 350,000; in the data active = inhibition above about 10%
Anthrax LF inh2: Bacillus anthracis LF protease inhibitors, primary screen, biochemical, multiplex microsphere, MLPCN library; Lethal factor (Bacillus anthracis), P15917; hit rate 0.12% among 360,000; inhibition, % at 10 µM; multiplex microsphere protease cleavage assay; note: plate controls were buffer without enzyme for full effect and enzyme alone for no effect
Target sequence (P15917 whole entry, looked up): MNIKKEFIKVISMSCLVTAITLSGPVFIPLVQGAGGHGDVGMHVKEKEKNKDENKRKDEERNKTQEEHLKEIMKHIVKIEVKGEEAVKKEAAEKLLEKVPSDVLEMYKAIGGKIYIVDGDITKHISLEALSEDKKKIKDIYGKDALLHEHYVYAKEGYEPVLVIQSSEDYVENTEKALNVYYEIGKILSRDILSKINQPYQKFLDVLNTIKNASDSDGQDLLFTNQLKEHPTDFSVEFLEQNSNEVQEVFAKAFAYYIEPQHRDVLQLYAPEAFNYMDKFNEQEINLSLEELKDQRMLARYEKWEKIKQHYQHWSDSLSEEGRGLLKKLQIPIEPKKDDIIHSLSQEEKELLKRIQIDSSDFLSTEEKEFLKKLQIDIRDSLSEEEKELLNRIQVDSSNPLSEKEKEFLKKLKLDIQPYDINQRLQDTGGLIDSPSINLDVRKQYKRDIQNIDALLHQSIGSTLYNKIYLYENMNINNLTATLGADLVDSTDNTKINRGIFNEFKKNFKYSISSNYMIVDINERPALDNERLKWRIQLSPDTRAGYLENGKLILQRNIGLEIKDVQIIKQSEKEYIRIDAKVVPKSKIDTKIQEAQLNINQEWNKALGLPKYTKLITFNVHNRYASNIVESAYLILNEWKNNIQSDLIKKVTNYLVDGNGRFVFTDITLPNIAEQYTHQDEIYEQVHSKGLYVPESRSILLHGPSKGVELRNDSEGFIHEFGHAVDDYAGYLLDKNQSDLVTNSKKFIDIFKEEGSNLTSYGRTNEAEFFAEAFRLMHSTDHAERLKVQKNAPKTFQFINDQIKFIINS
3CLpro inhibitor: SARS-CoV 3CLpro protease inhibitors, primary screen, biochemical, quenched FRET | recombinant SARS-CoV 3CLpro, quenched FRET peptide cleavage | inhibition, % at 6 µM | hit rate 0.14% among 290,000 | AID 1706, 2009; in the data active = inhibition above about 12%
PfHsp40 rescue: rescue of yeast from PfHsp40 toxicity, primary screen, S. cerevisiae, ATP luminescence. S. cerevisiae expressing PfHsp40, growth rescue. growth rescue, % at 12.5 µM. hit rate 0.68% among 340,000. AID 504582, 2011; in the data active = growth rescue above about 28%, passing the limit was not always enough; inconclusive = no clear call, values can overlap the other calls;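 note: yeast W303a lacking pdr1 and pdr3 grown in galactose medium; growth measured after three days at 30 °C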
Vc quorum ag: inducers of Vibrio cholerae quorum light production without autoinducers, primary screen, BH1578 luxS cqsA deficient, single point | V. cholerae BH1578 lux reporter, luminescence, 6 h | activation, % at 18.7 µM | hit rate 0.16% among 350,000; in the data active = activation mostly above about 9.7%, no sharp cut-off; inconclusive = no clear call, values can overlap the other calls; inactive = mostly below about 3.7%; note: not every result past the cut was called active; inactives centre near 0; reference of the scale not given here
SSB-PriA inh: inhibitors of Klebsiella pneumoniae PriA binding to SSB C-terminal tail, primary screen, biochemical, AlphaScreen; PriA–SSB C-terminal tail interaction (Klebsiella pneumoniae); AlphaScreen SSBct-PriA binding, biotinylated peptide; inhibition, % at 33 µM; hit rate 0.6% among 430,000; in the data active = inhibition mostly above about 37%, no sharp cut-off; inactive = mostly below about 20%;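 note: plate controls were negative control peptide for no effect and reference peptide for full effect; strong numbers were not always called active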
Y pestis TopoI: Yersinia pestis topoisomerase I inhibitors, primary screen, biochemical, cleavage product accumulation, plate reader, single point; DNA topoisomerase I (Yersinia pestis CO92); hit rate 0.064% among 360,000; activity, % at 10 µM; Y. pestis Topo-I cleavage product accumulation; in the data active = activity above about 50%, passing the limit was not always enough; inconclusive = no clear call, values can overlap the other calls; note: inactives centre near 2
BoNT A protease: BoNT/A light chain protease inhibitors, primary screen, biochemical, flow cytometry, MLPCN library. multiplex microsphere protease substrate cleavage. inhibition, % at 10 µM. hit rate 0.17% among 360,000. AID 588499, 2011; note: plate controls were buffer without enzyme for full effect and enzyme alone for no effect
Starred values were filed as active, the others as inactive; i = inactive; u = inconclusive; x = no result given; & = joins results of further samples. Cut-off read from the data, not from the text of the source, unless noted: active = inhibition above about 30%; inconclusive = no clear call, values can overlap the other calls; inactive = below that.

SMILES	CCHFV vOTU inh	VHR inh abs	TcdB inh	Anthrax LF inh2	3CLpro inhibitor	PfHsp40 rescue	Vc quorum ag	SSB-PriA inh	Y pestis TopoI	BoNT A protease
CCOc1ccc(S(=O)(=O)N(CC(N)=O)c2ccc(C)cc2)cc1	5	4	x	-5	1	0.4	i	-6	4	-0.9
CCOC(=O)CNC(=O)Cn1cnc2c(nnn2-c2cccc(Cl)c2)c1=O	-3	-16	x	2	2	0.5	1.2	-10	-2	-2.3
O=C(NCCCc1ccccc1)C1CCC(=O)N(CCc2ccc(Cl)cc2)C1 (stereo not given)	5	19	1.2	-4	-3	-1.6	x	-15	32	1.1
COc1cccc(/C=C2\SC(=O)N(CCC(=O)NCCCn3ccnc3)C2=O)c1	5	-12	1.5	-2	-3	-0.1	2.9	-1	7	-1.2
O=C(O)c1cc2n(n1)C(C(F)(F)F)CC(C1CC1)N2 (stereo not given)	-17	28	0.6	1	7	-1.6	i	-5	5	0.3
COC(=O)c1ccc[n+](CC(=O)Nc2ccc(OC(F)F)cc2)c1	8	7	3.9	1	-2	0.7	1.6	-5	-10	0.4
CCOc1ccc(-c2cn(-c3ccccc3OC)c(=S)[nH]2)cc1	2	18	1.4	-5	3	-0.7	-0.8	29&16	6	-4.0
CC[C@@H]1C(=O)[C@H](Cc2ccccc2)[C@H]2CCCC(=O)N3CC[C@@H]1[C@@H]23	3	x	-0.8	-6	x	0.1	-1.5	-18	-11	-0.6
OCCN1CCN(c2ncnc3c2ncn3[C@H]2CN(Cc3ccco3)C[C@@H](CO)O2)CC1	6	x	0.2	-2	x	x	i	x	1	0.0
O=C(CCc1ccccc1)NNC(=O)COc1ccccc1Cl	-10	-19	-1.5	6	-2	-0.9	-0.4	-6	10	1.5
CC(=O)Nc1ccc(-n2c(=O)c3ccccc3c3ccccc3c2=O)cc1	-5	11	-0.3	0	4	-1.6	-2.8	-1	-3	-0.9
O=C(CN1CCS(=O)(=O)CC1)N/N=C/c1cccc(C(F)(F)F)c1	-7	37	1.1	-1	1	-0.9	-1.3	x	-2	-0.4
O=C(COC(=O)c1cccs1)Nc1ccc(S(=O)(=O)N2CCOCC2)cc1	21	38	x	0	-2	0.0	-0.4	1	-7	-0.7
C/C(=N\OC(=O)Nc1ccc(Cl)cc1)c1ncc(C(F)(F)F)cc1N1CCOCC1	21	7	x	-1	4	0.6	i	x	0	-0.3
Cc1nn(CC(=O)NCc2ccccc2)c(=O)c2ccccc12	2	19	x	-2	5	0.0	-0.4	-4	2	-0.6
CCOc1ccc(NC(=O)CSc2nnc(C)n2CC2CCCO2)cc1 (stereo not given)	2	48	x	0	-2	1.1	-0.7	2	-2	0.3
Cc1cc(C)cc(OCC(=O)O/N=C(\N)Cc2ccc([N+](=O)[O-])cc2)c1	-6	10	0.5	-3	9	x	-1.4	i	22	0.0
O=C(Cn1cnc2c(oc3nc4c(cc32)CCCC4)c1=O)Nc1cccc(Cl)c1	7	61	0.0	6	-6	0.6	i	-3	-8	0.1
C=CCN(Cc1ccc(OC)c(OC)c1)C(=O)N1CCOCC1	-6	34	2.3	26	-2	-0.6	-1.2	-9	3	-2.1
CCCC[n+]1ccn(C2=C([O-])c3ccccc3C(=O)/C2=N\S(=O)(=O)c2ccc(Cl)cc2)c1	4	8	0.8	16	6	0.6	-0.8	x	-8	-3.6
O=C(O)/C=C/C(=O)Nc1cccc(C(F)(F)F)c1	8	17	0.2	-1	0	-1.0	5.6	-6	-8	0.1
Cc1nn(-c2ccccc2)c(C)c1NC(=O)COc1ccc(F)cc1Cl	2	14	1.5	-2	0	0.7	-0.3	-10	17	-0.1
COC(=O)C(NC(=S)N1CC2C[C@@H](C1)Cn1c2cccc1=O)C(C)C (stereo not given in full)	-9	2	4.2	8	-4	-2.3	-0.4	-7	-3	-1.7
Cc1ccccc1N(C)S(=O)(=O)c1nnc(NC(=O)c2ccco2)s1	26	-22	0.9	-3	-1	0.3	-0.3	-4	-1	0.8
CN1/C(=C/C2CC(=O)N(c3ccc([N+](=O)[O-])cc3)C2=O)C(C)(C)c2ccccc21 (stereo not given)	3	12	0.8	-2	0	2.5	-3.8	11&-9	1	2.3
COCCNC(=O)CCCn1c(=O)c2cc(OC)c(OC)cc2n(CC(=O)c2ccccc2)c1=O	10	1	0.2	-5	2	-0.3	-0.4	-3	-1	-1.2
CCOc1ncccc1C(=O)OCC(=O)Nc1ccc(S(=O)(=O)N2CCOCC2)cc1	-23	9	-0.4	0	1	0.2	-0.6	-7	0	0.1
Cc1ccc(NC(=O)C2Cc3ccccc3C(=O)O2)cc1 (stereo not given)	-2	31	-0.2	-4	7	0.3	-0.3	1	9	0.6
COC(CNC(=O)c1cn(C)c2ccc(S(=O)(=O)N3CCOCC3)cc2c1=O)OC	10	4	-2.1	0	-4	0.5	-2.6	3	-4	-1.2
O=C(O)c1ccc(N/N=C/c2ccc(F)c(F)c2)cc1	17	-5	-4.2	-2	3	147*	0.0	x	-1	-0.6
C/C(N)=C(/C#N)C(=O)COC(=O)c1ccncc1	12	7	x	3	5	-1.8	-1.5	-4	8	0.6
CC(C)(C)OC(=O)N1CCC(CC2CC(c3ccccc3)=NO2)(C(=O)O)CC1 (stereo not given)	-8	x	1.9	-4	x	-1.7	-11	-8	4	0.2
COc1ccc(N2CCN(c3oc(Cc4ccccc4)nc3C#N)CC2)cc1	21	27	x	-8	3	9.0	-0.2	59	-4	-1.8
COc1ccc(S(=O)(=O)N2CCOC2CNC(=O)C(=O)NCCN(C)C)cc1 (stereo not given)	-9	-3	0.5	-1	13*	-0.5	i	6&-4	3	-1.2
COc1ccc(CNC(=O)CCNC(=O)N2CCn3c2nc2ccccc23)cc1	9	9	1.3	1	1	0.4	5.9	0	0	0.4
CCCn1c(SCC(=O)c2c(N)n(C3CC3)c(=O)[nH]c2=O)nnc1-c1ccncc1	8	x	3.3	x	x	-0.5	i	-15	7	x
COc1cccc(-n2cc(CNCc3cn(C)nc3-c3ccccc3F)cn2)c1	8	22	1.8	-4	2	0.6	-0.3	-7	-4	-1.2
CNC(=S)N(Cc1ccc(OC)cc1)Cc1cc2ccc(C)cc2[nH]c1=O	-2	20	-0.2	-5	6	0.9	-0.6	-23	2	-0.1
O=C(CN(Cc1ccco1)C(=O)CNS(=O)(=O)c1ccc(Cl)cc1)NC1CCCCC1	6	24	x	1	-7	0.3	0.4	-16	-12	-1.1
Cc1cc(Cl)ccc1OCC(=O)N(Cc1ccco1)c1c(N)n(Cc2ccccc2)c(=O)[nH]c1=O	-8	x	0.3	-7	x	3.9	-0.8	3	-1	-0.6

Entries of single compounds as entered above:
O=C(O)c1cc2n(n1)C(C(F)(F)F)CC(C1CC1)N2 (stereo not given) is entered as CCHFV vOTU inh = -17; VHR inh abs = 28; TcdB inh = 0.6; Anthrax LF inh2 = 1; 3CLpro inhibitor = 7; PfHsp40 rescue = -1.6; Vc quorum ag = i; SSB-PriA inh = -5; Y pestis TopoI = 5; BoNT A protease = 0.3
COc1ccc(S(=O)(=O)N2CCOC2CNC(=O)C(=O)NCCN(C)C)cc1 (stereo not given) is entered as CCHFV vOTU inh = -9; VHR inh abs = -3; TcdB inh = 0.5; Anthrax LF inh2 = -1; 3CLpro inhibitor = 13*; PfHsp40 rescue = -0.5; Vc quorum ag = i; SSB-PriA inh = 6&-4; Y pestis TopoI = 3; BoNT A protease = -1.2

(continued)
SMILES	CCHFV vOTU inh	VHR inh abs	TcdB inh	Anthrax LF inh2	3CLpro inhibitor	PfHsp40 rescue	Vc quorum ag	SSB-PriA inh	Y pestis TopoI	BoNT A protease
COc1ccc(C2C(C(N)=O)=C(C)Nc3ncnn32)cc1 (stereo not given)	-3	17	x	-8	1	-0.1	-0.4	-11	2	-1.2
COc1cc(/C=C(\C#N)C(=O)Nc2cc(C(F)(F)F)ccc2Cl)ccc1OCC(=O)Nc1cccc(C(F)(F)F)c1	8	-4	0.0	0	-4	-1.1	-0.2	-7	5	0.3
O=C(Nc1nccs1)c1cc(Cl)nc2ccccc12	-3	17	1.5	-8	2	-0.8	i	0	-5	u
COc1ccc2[nH]c3c(=O)n(Cc4ccc(C(=O)N5CCCCCC5)cc4)c(=S)[nH]c3c2c1	-1	14	1.3	-4	-4	-0.6	-0.3	5	6	-0.8
COc1cc(CNc2ccc3[nH]c(=O)[nH]c3c2)ccc1OCc1cccc(C)c1	-6	31	3.2	-1	5	-1.2	-15	27	0	-3.3
COC(=O)c1c(C(C)=O)cnc2ccc(Br)cc12	2	15	x	2	5	-1.1	-1.0	-7	5	-0.3
CN(C)c1ccc(/C=C2\SC(=O)N(CC(O)Cn3c4ccccc4c4ccccc43)C2=O)cc1 (stereo not given)	4	-2	x	-1	-1	-2.5	i	-3	-5	0.7
O=C(Cn1c(CCCO)nc2ccccc21)Nc1ccccc1-c1ccccc1	-2	22	0.1	11	5	0.7	-4.0	-5	12	2.9
Cc1ccc(OCCn2cc(C(=O)O)c3ccccc32)cc1	3	18	1.0	6	4	-1.6	-0.2	-26	7	-0.5
Cc1ccccc1OCC(=O)Nc1cccc(Cl)c1C	-4	-18	0.2	-2	-1	0.1	0.2	-1	6	-1.3
CCN(CC)Cc1cc(C(=O)O)c(C)o1	-5	26	1.6	-11	4	-0.3	-0.4	-1	-2	-5.8
Cc1nccn1CCC(=O)NC1CCCc2c1cnn2-c1ccc(C(C)(C)C)cc1 (stereo not given)	0	x	1.2	0	x	x	-0.4	x	8	0.1
CC(C)Cn1nc(NC(=O)c2cccs2)c2cc3ccccc3nc21	-11	1	1.1	-2	8	1.4	-0.6	-77	-4	-0.3
O=C(CSc1ccc(-c2cccnc2)nn1)Nc1ccc(Br)cc1	-7	15	0.8	x	-2	-1.5	i	-12	13	x
CC(OCC(O)CN1CCN(S(=O)(=O)c2ccc(Cl)cc2)CC1)c1ccc(Cl)cc1 (stereo not given)	7	x	0.5	-11	x	x	-0.2	x	u	0.0
CC1=C(C(=O)OC2CCCCCCC2)C(c2ccc(O)cc2)NC(=O)N1 (stereo not given)	-5	40	1.5	-1	-1	-0.2	-2.8	1	5	-0.7
O=[N+]([O-])c1ccccc1S(=O)(=O)Nc1ccc(S(=O)(=O)N2CCOCC2)cc1	2	8	-0.3	-4	-5	-0.5	-0.9	3	2	2.6
CCCn1c(N)c(C(=O)CSc2nc(C)nc3sc(C)c(C)c23)c(=O)[nH]c1=O	-4	x	1.3	-3	x	-0.8	i	0	8	2.3
OCCN(Cc1ccccc1)Cc1nc(CC2CC2)no1	7	5	0.0	0	-1	0.0	-0.2	-15	-2	0.5
O=C(c1ccc(CS(=O)Cc2ccccc2Cl)o1)N1CCN(c2ccccn2)CC1 (stereo not given)	26	35	1.3	-2	7	-1.4	-0.4	0	4	1.0
CCO[C@H]1OC(C(N)=O)=C[C@@H](C)[C@@H]1CCCO	7	14	-2.1	-1	0	0.0	i	-17	-11	0.1
CCCc1nc2ccc(C(=O)OC)cn2c1Cc1cccc(F)c1	21	x	1.3	6	x	x	x	x	x	3.1
COc1ccc(COC(=O)c2ccc(C)c(S(=O)(=O)N3CCOCC3)c2)cc1F	-4	x	0.9	1	x	0.0	-5.0	-25	20	-2.0

Screening results from PubChem.

This is a subset; rates above refer to the full screens.
